# PP5 primary: PP5 phosphatase inhibitors, primary screen, biochemical, fluorescence; inhibition, % at 6.7 µM; Serine/threonine-protein phosphatase 5 (Homo sapiens), P53041; purified PP5c, OMFP substrate fluorescence; 0.18% of 320,000 active; AID 1987, 2009;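 active = inhibition above the campaign's mean inhibition across all tested compounds plus 3 SD, cut at about 9.5% in these data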;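 also: 0% = DMSO only and 100% = 100 µM cantharidin control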
# Efflux pump mplx: inhibitors of Candida efflux pumps in yeast, primary screen, S. cerevisiae, Nile Red, multiplex; S. cerevisiae Candida pump triplex; inhibition, % at 10 µM; 0.44% of 330,000 active;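 active = plate passing quality check with inhibition over a set limit, or well fluorescence over plate mean plus 4 SD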;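 also: Nile Red retained in pooled yeast measured as flow cytometry median fluorescence; 0% = buffer negative control and 100% = Enniatin B positive control; higher means more Nile Red kept so more efflux inhibition; some compounds called inactive have numbers as strong as hits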
# JMJD2C inh: inhibitors of GASC-1 histone demethylase, primary screen, biochemical, fluorescence, DELFIA europium; Lysine-specific demethylase 4C (Homo sapiens), Q9H3R0; GST-JMJD2C(1-420) H3K9me3 demethylation; inhibition, % at 2.35 µM; 0.069% of 330,000 active; AID 2099, 2009;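 active = more than half of a compound's replicate wells show inhibition beyond 50%, single wells judged on their own value; inconclusive = some, but no more than half, of replicates pass 50% inhibition; inactive = no replicate passes 50% inhibition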;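 also: signal counts dimethyl H3K9 product captured on neutravidin plate; 0% = median of DMSO wells and 100% = 0.3 times that DMSO median; strong numbers were not always called active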
# Target sequence (Q9H3R0 1-420 limits assumed): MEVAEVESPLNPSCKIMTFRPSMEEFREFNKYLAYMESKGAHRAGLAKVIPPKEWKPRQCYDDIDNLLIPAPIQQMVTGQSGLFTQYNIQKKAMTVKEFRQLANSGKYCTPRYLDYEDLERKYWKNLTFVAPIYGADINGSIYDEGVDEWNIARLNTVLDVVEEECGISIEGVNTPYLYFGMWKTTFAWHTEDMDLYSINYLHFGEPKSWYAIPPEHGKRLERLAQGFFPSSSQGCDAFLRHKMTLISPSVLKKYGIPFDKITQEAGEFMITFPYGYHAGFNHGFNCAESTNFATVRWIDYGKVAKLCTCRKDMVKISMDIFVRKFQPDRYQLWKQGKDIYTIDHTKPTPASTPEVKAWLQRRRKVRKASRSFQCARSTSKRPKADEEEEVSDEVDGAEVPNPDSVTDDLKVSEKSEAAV
# proCasp3 act: activators of human procaspase-3 D3A mutant, primary screen, biochemical, absorbance, PC-3 D3A mutant, single concentration; 0.11% of 330,000 active; recombinant procaspase-3 D3A, Ac-DEVD-pNA absorbance 405 nm; Caspase-3 (Homo sapiens), P42574; AID 463141, 2010; activation, % at 8.5 µM;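 active = activation above the mean of all tested compounds plus 3 SD, cut at about 21% in these data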;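 also: 0% = DMSO alone and 100% = DMSO wells spiked with extra 5 µM PC-3 D3A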
#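 Compound: 8.5 µM single point, 0.8% DMSO / Material: Autoprocessing-dead procaspase-3 D3A mutant enzyme / Timing: 1 h preincubation plus 2 h reaction at 25 °C / Medium: Zinc-free HEPES/NaCl buffer with 0.01% Triton X-100 at pH 7.4 / Technique: 405 nm absorbance of p-nitroaniline, reads at 0 and 120 min / Repeats: one well per compound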
# PP1 inh: PP1-alpha phosphatase inhibitors, primary screen, counter-screen for PP5 inhibitor project, biochemical, fluorescence, OMFP substrate, single point; purified PP1alpha; inhibition, % at 6.7 µM; 0.9% of 320,000 active; AID 2235, 2010; Serine/threonine-protein phosphatase PP1-alpha catalytic subunit (Homo sapiens), P62136;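 active = inhibition above the mean inhibition of all tested compounds plus 3 SD, computed separately for each screening campaign, cut at about 15% in these data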
# Target sequence (P62136 whole entry, looked up): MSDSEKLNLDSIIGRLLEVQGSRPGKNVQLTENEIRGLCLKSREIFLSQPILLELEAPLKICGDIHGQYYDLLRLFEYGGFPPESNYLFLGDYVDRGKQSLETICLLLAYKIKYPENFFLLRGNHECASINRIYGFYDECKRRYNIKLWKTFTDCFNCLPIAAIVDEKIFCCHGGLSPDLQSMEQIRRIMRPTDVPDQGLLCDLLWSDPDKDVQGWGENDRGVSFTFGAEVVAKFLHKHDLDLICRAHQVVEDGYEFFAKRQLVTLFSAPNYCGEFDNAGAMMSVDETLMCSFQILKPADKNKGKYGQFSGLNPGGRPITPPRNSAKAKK
# CTSL1 counter: Fasciola hepatica cathepsin L1 inhibitors, primary screen, counter-screen for PFM18AAP inhibitor project, biochemical, QFRET, fluorogenic peptide substrate | recombinant F. hepatica cathepsin L1, Z-Leu-Arg-MCA fluorescence | inhibition, % at 5.96 µM | 0.49% of 300,000 active;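 active = inhibition above the mean of all tested compounds plus 3 SD, set per screening campaign, cut at about 17% in these data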;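 also: 0% = plate median of test compound wells and 100% = 1 µM Z-Phe-Ala-diazomethylketone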
# procasp7 counter: procaspase-7 activators, primary screen, counter-screen for procaspase-3 activator project, biochemical, absorbance, HTS, human | Caspase-7 (Homo sapiens), P55210 | recombinant procaspase-7, Ac-DEVD-pNA absorbance 405 nm; D23A/D198A/D206A triple mutant, cannot self-cleave; scale: DMSO 0, 5 µM enzyme 100 | activation, % at 8.5 µM | 0.093% of 330,000 active;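 active = percent activation above the screen-wide mean plus 3 SD, cut at about 25% in these data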
# Target sequence (P55210 whole entry D23A/D198A/D206A): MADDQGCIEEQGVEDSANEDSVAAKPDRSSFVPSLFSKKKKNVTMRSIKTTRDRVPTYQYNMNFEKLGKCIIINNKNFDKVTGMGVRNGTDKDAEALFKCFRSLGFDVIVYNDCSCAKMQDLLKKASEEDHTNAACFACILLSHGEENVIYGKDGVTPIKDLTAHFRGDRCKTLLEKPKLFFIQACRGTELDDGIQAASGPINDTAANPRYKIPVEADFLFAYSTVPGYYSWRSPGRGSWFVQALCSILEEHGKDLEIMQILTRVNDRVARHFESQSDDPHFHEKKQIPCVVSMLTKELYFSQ
#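 Test system: Procaspase-7 triple mutant (PC-7 D3A). Also added: Ac-DEVD-pNA substrate, 400 µM as added. Schedule: 1 h enzyme–compound preincubation and 2 h substrate reaction, both 25 °C. Signal: p-Nitroaniline absorbance at 405 nm, read at 0 and 120 min. Control set: low DMSO alone, high DMSO plus 5 µM PC-7.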
# TPT1 inh: Candida albicans TPT1 enzyme inhibitors, primary screen, biochemical, fluorescence polarization. tRNA 2'-phosphotransferase TPT1 (Candida albicans SC5314). recombinant caTPT1, FP RNA substrate dephosphorylation. inhibition, % at 5 µM. 0.81% of 300,000 active. AID 1962, 2009;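 active = inhibition above the mean of all tested compounds plus 3 SD, set per screening campaign, cut at about 24% in these data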;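 also: plate controls were DMSO alone for no effect and ferristatin control at 100 nM for full effect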
# core dimer inh: inhibitors of HCV core protein dimerization, primary screen, biochemical, TR-FRET, high-throughput; TR-FRET GST/Flag-core106 dimerization, 1536-well; inhibition, % at 5 µM; 0.33% of 300,000 active; AID 1899, 2009;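 active = inhibition above the mean of all tested compounds plus 3 SD, set per screening campaign, cut at about 45% in these data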
#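 Test system: GST/Flag-tagged HCV core106 proteins; Medium: KF-containing HEPES buffer, pH 7.45, DTT, CHAPS, BSA; Times: compound-protein-antibody incubation 4 h at 22.5 °C; Detection: TR-FRET 671 and 617 nm emission; Benchmarks: wells lacking GST-core106 and wells with excess unlabelled core106.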
# Numbers without * were called inactive; u = inconclusive; x = not tested or not shown.
Compound,PP5 primary,Efflux pump mplx,JMJD2C inh,proCasp3 act,PP1 inh,CTSL1 counter,procasp7 counter,TPT1 inh,core dimer inh
O=C(NCCN1C(=O)S/C(=C\c2ccc(Cl)c(Cl)c2)C1=O)C1COc2ccccc2O1 (stereo unspecified),-0.1,0.7,-6.3,-6.6,7.7,4.8,2.0,0.1,9.2
NC(N)=NC(N)=Nc1ccc2ccccc2c1,1.4,-0.1,9.3,-5.2,-4.7,-0.5,-4.6,-1.2,-3.6
Cn1c(SCC(=O)c2ccc(F)cc2)nnc1-c1ccccn1,-2.3,0.0,13.0,8.5,0.6,1.0,-7.3,3.2,3.3
C=CCn1c(C)nnc1SCC(=O)NC1CCCCC1,-0.2,-0.1,u,3.4,-0.6,0.5,-5.5,1.6,0.9
COc1ccc(C2c3c(-c4ccccc4O)n[nH]c3C(=O)N2Cc2ccco2)cc1OC (stereo unspecified),2.5,-0.1,-21.6,-3.6,-3.1,0.6,-0.1,-1.4,3.5
Nc1ccc(Sc2nnnn2-c2ccccc2)c(Cl)c1,-0.1,0.1,-1.3,-3.9,-1.9,-3.8,1.6,-2.7,-0.8
CC(C)CN(C(=O)CCC(=O)OC(C)C(=O)Nc1cccc(C#N)c1)c1c(N)n(CC(C)C)c(=O)[nH]c1=O (stereo unspecified),-2.3,0.1,-3.5,3.2,-3.6,5.8,-6.2,1.5,-3.4
CCCCNC(=O)N(O)C1N(/N=C/c2ccco2)C(=S)SC1(C)C (stereo unspecified),1.1,0.1,7.8,5.0,-2.0,x,-4.9,x,x
CCc1nc(N2CCCC2C(=O)O)c2oc3ccccc3c2n1 (stereo unspecified),0.7,-0.1,-5.0,5.7,-2.5,3.1,4.9,-3.1,0.7
CCS(=O)c1ccccc1C(=O)O (stereo unspecified),-1.2,-0.1,1.2,-1.3,-1.4,1.1,4.0,-4.0,-10.7
Cc1cc(OC(C)C(=O)NCc2ccncc2)c2c(C)c(C)c(=O)oc2c1 (stereo unspecified),-0.5,0.3,2.4,0.6,-3.8,2.4,0.8,0.2,-7.9
CN(C(=O)CC1C(=O)NCCN1CC(c1ccccc1)c1ccccc1)C(C1CC1)C1CC1 (stereo unspecified),0.7,0.1,-1.9,-1.7,2.3,1.2,-5.7,-3.5,6.1
CCc1cc(=O)n2c([nH]c3ccccc32)c1C#N,-7.9,0.0,-8.6,-7.8,-6.5,11.8,7.0,4.3,-0.8
CCc1nc2ccccc2c(C(=O)OCC(=O)C(C)(C)C)c1C,4.1,0.5,0.7,3.0,0.3,11.8,-6.3,-2.3,0.8
CCOC(=O)c1ccc(NC(=O)CC2OCCN(CC)C2=O)cc1 (stereo unspecified),6.1,0.0,-5.2,-12.3,-2.3,1.4,0.9,9.0,1.8
O=C(NC(=S)NCCN1CCOCC1)c1ccc(F)cc1,-1.4,-1.2,-4.0,-6.8,-0.1,-0.5,7.0,-0.5,0.6
C=C[C@@H]1c2cc(C)ccc2N(S(=O)(=O)c2ccc(C)cc2)[C@H](c2ccccc2)C1(C#N)C#N,1.7,0.1,1.0,-3.5,0.4,x,-3.3,x,x
O=C(c1cc(COc2c(F)cccc2F)on1)N1CCc2ccccc2C1,0.8,-0.2,7.5,-7.1,-1.4,-0.3,6.8,-1.9,2.8
COc1ccc(NC(=O)Nc2ccccc2C(N)=O)cc1,2.8,0.1,7.7,1.8,-1.4,3.1,6.5,1.8,-2.3
CCCN1CCC(NC(=O)Nc2cccc3ccccc23)CC1,-3.4,0.0,0.3,5.3,-6.4,0.7,4.4,-0.6,-0.3
COc1ccccc1N1CCN(C2CCCN(Cc3cc(F)cc(F)c3)C2)CC1 (stereo unspecified),2.1,0.0,-8.0,2.0,1.4,4.4,11.3,-3.2,-13.0
CC(=O)NS(=O)(=O)c1ccc(NC(=O)c2cc(-c3ccc(C)cc3)nc3ccccc23)cc1,1.2,-0.5,-0.8,-2.6,1.4,-1.0,-0.3,0.3,6.4
CCOC(=O)C1(CC2CC2)CCN(Cc2cn[nH]c2-c2ccccc2)CC1,-3.0,0.0,-1.2,-7.5,-2.1,2.2,-2.5,-1.6,-2.5
COc1ccc(OC)c(NC(=O)C23CC4CC(C2)CC(n2cnc(Br)n2)(C4)C3)c1,-2.4,0.1,-2.6,-0.2,-7.5,0.7,-0.5,-1.4,2.6
O=C1N=c2ccccc2=C1c1sc(Nc2cccc(O)c2)nc1O,1.1,0.1,-3.3,-8.3,0.6,6.5,2.1,-3.3,-7.6
CCC(C)N(CCNC(=O)CC1Oc2ccccc2NC1=O)C1CCCCC1 (stereo unspecified),4.2,0.1,5.8,0.9,-4.0,1.8,4.0,2.3,2.8
O=C(c1ccc2c(c1)OCO2)N(Cc1ccco1)C1(C(=O)NC2CCCCC2)CCCCC1,-0.7,0.0,-2.0,0.0,0.5,4.7,-3.8,-0.5,9.8
CC1=CC2=NC(=O)CC(C)(C(=O)N(CC(=O)NC3CCCC3)c3ccccc3F)N2C=C1 (stereo unspecified),-0.9,-0.1,-0.5,-6.1,-1.1,3.0,2.5,-0.5,1.1
CC1CCCCN1C(=O)c1ccc(COc2ccc([N+](=O)[O-])cc2)o1 (stereo unspecified),-1.1,0.0,-0.4,1.7,2.6,2.0,-5.1,-0.9,2.2
CCOc1ccc(NS(=O)(=O)c2ccc(C(=O)NCC(c3ccco3)N(C)C)cc2)cc1 (stereo unspecified),-0.3,0.1,-11.3,15.6,-0.7,6.3,-4.0,2.9,-2.4

# Arranged by the number under PP5 primary (falling): 3 of the compounds above
Molecule	PP5 primary	Efflux pump mplx	JMJD2C inh	proCasp3 act	TPT1 inh	core dimer inh
CCOC(=O)c1ccc(NC(=O)CC2OCCN(CC)C2=O)cc1 (stereo unspecified)	6.1	0.0	-5.2	-12.3	9.0	1.8
CCc1nc(N2CCCC2C(=O)O)c2oc3ccccc3c2n1 (stereo unspecified)	0.7	-0.1	-5.0	5.7	-3.1	0.7
C=CCn1c(C)nnc1SCC(=O)NC1CCCCC1	-0.2	-0.1	u	3.4	1.6	0.9

# Following part:
Compound,PP5 primary,Efflux pump mplx,JMJD2C inh,proCasp3 act,PP1 inh,CTSL1 counter,procasp7 counter,TPT1 inh,core dimer inh
O=C(/C=C/c1ccc(F)cc1)c1ccc(N2CCOCC2)cc1,-0.4,0.0,-42.0,-0.4,2.8,2.4,-13.6,5.8,4.5
O/N=C/c1cc2ccccc2n1Cc1ccccc1F,1.6,0.0,8.3,3.4,7.2,2.3,5.6,-0.9,10.6
COc1ccccc1C(=O)NCCC(=O)NCc1cccs1,1.9,0.0,-16.9,-2.2,-5.7,-0.9,13.8,-3.4,-0.9
COc1ccccc1NC(=O)/C(=C\c1cccnc1)NC(=O)c1ccc(C)cc1,1.1,0.0,4.2,3.0,-0.6,3.6,1.8,1.8,-8.9
CCOC(=O)c1ccc(N/C=C/C(=O)C(C)(C)C)cc1,4.4,0.0,32.8,-5.2,-4.2,3.4,-12.4,-1.0,3.7
COc1ccc(Cl)cc1NC(=O)CN(C)CC(=O)Nc1c(C)n(C)n(-c2ccccc2)c1=O,0.4,0.2,2.6,-0.1,-1.4,x,-0.7,x,x
Cc1n[nH]c(=O)c2c(NC(=O)CSc3nnc(-c4ccncc4)n3C)oc(C)c12,1.3,1.3,20.3,0.9,-2.1,0.2,-12.4,0.5,-2.0
O=C(Nc1nc2ccc([N+](=O)[O-])cc2s1)c1ccc(S(=O)(=O)N2CCCc3ccccc32)cc1,-1.7,0.0,3.9,1.7,-0.6,4.7,-5.0,4.6,11.3
O=C1NC(=O)/C(=C\c2ccsc2)N1,-1.1,1.5,-8.7,-4.9,-3.5,1.1,11.1,2.6,-2.6
CC(=O)c1sc(-c2ccccc2)cc1NS(=O)(=O)c1ccc(C)cc1,-0.9,-0.1,-2.6,3.7,-2.5,1.1,4.9,-0.1,11.7
COc1ccc(S(=O)(=O)N2CCCCCC2)cc1C(=O)N(C)Cc1ccccc1F,2.2,-0.1,14.6,3.6,-0.1,2.5,4.4,0.4,2.0
COc1ccc(Br)cc1CNC(=O)C1CCCN(S(=O)(=O)N2CC(C)CC(C)C2)C1 (stereo unspecified),0.7,0.1,12.4,-0.3,0.3,2.1,8.7,-2.7,11.2
COc1ccc(NC(=O)c2cn(-c3ccccc3)nc2-c2cc3ccccc3o2)cc1,4.5,0.0,-9.8,-1.1,2.6,-2.0,5.4,-3.8,6.7
CCOc1ccc(NC(=O)CN2CCN(CC(=O)Nc3cc(OC)cc(OC)c3)CC2)cc1,-0.9,0.1,2.1,7.9,-2.1,0.1,-7.1,0.1,3.5
O=C(O)c1oc2ccccc2c1-n1cccc1,3.6,0.1,-6.8,0.6,-0.2,-1.6,-11.2,-2.8,-1.0
C=CCOc1ccc(/C=C/C(=O)OCC(=O)N2CCN(C(C)=O)CC2)cc1,x,0.0,-1.2,-4.7,x,x,1.9,x,x
COc1cccc(-c2nnc(SCC(=O)Nc3cc(C)on3)n2C)c1,2.1,-0.2,26.5,6.0,1.1,2.0,1.8,2.2,-3.0
C=CCNc1nc(-c2sc(NC(C)=O)nc2C)cs1,1.2,0.0,-0.2,1.4,-3.8,-3.5,9.2,-2.7,-1.2
COC(=O)Cn1cc(C#N)c2ccccc21,0.5,0.0,6.6,-1.5,-4.0,1.7,5.1,0.2,-3.4
N=C(N)SCc1cn2ccccc2n1,1.0,-0.4,16.8,1.2,4.8,-1.4,-9.7,-5.4,-2.1
CC(C)NCC(O)COc1c(F)cc(Br)cc1F (stereo unspecified),-0.9,-0.3,-9.4,-8.5,-0.9,-4.4,2.7,-4.4,-4.0
Cc1ccc2nc(NC(=O)C3CCN(c4ncnc5sc(C)c(C)c45)CC3)sc2c1,2.4,0.1,4.6,2.2,-0.1,1.7,-5.2,1.5,3.5
CCOC(=O)/C(=N/Nc1ccc(OC)cc1)N1CCCc2ccccc21,0.1,-0.2,2.1,-3.8,6.2,6.4,-5.7,1.1,4.7
O=C(CCCSc1ccccc1)Nc1ccc(Cl)c(S(=O)(=O)N2CCOCC2)c1,5.4,-0.3,5.8,-2.5,0.1,x,-4.7,x,x

# Assay outcomes as filed in PubChem.
